S3 lipid droplet = qHTS Assay for Lipid Storage Modulators in Drosophila S3 Cells. actives 0.64% (n = 320,000). Drosophila S3 cells, BODIPY lipid droplet fluorescence, 18-24 h; cells fed with added oleic acid. Potency in µM for hits, for the others lipid storage change, negative = inhibition, % at the top dose, mostly 46.1 µM; active means well fitted inhibition curve with a large enough effect in the signal ratio, with a control signal flat, not every such curve was filed as active; inconclusive means small, poorly fitted or top-dose-only effect, or effect the other way, or a change in a side signal; the % refers to the signal ratio
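Laser-scanning cytometry quantifies lipid droplet accumulation (500–530 nm total intensity; droplet/cell object ratio) in oleic acid-fed (400 uM added) Drosophila S3 cells treated with a concentration series. 20 uM Triacsin C defined 100% inhibition.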
S3 lipid droplet cell count max = recorded beside S3 lipid droplet, whose call it bears; cell number change, %; measured here: cell count max response;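 cells counted by Cell Tracker Red CMTPX staining in the red channel; peak over a dose series mostly up to 46.1 µM; percent activity relative to internal control wells on each plate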
An asterisk follows results filed as active; i = inactive; ? = inconclusive; . = not tested or not shown. On the % scale 0 is the no-effect control and ±100 the full control effect; potency means the concentration at half of the fitted maximal effect.

Sample of the layout:
entry	Compound	S3 lipid droplet cell count max	S3 lipid droplet
1	Cc1cc(C)n(C(=O)CNc2ccccc2Cl)n1	.	-3.6%
2	COc1ccccc1OCC(=O)Nc1sc2c(c1C(=O)NCC1CCCO1)CCC2 (stereo not given)	.	?
3	Cc1cc(C(=O)CN2C(=O)C(=O)N(CC(C)C)C2=O)c(C)n1C1CC1	.	?
4	CCc1cccc(CC)c1NC(=O)CN1CCc2cc(OC)c(OC)cc2C1	.	?
5	CCc1csc(CCNC(=O)C2CCC(=O)N(CCc3cccc(F)c3)C2)n1 (stereo not given)	-7.2	i

Results, repeating the preview:
entry	Compound	S3 lipid droplet cell count max	S3 lipid droplet
1	Cc1cc(C)n(C(=O)CNc2ccccc2Cl)n1	.	-3.6%
2	COc1ccccc1OCC(=O)Nc1sc2c(c1C(=O)NCC1CCCO1)CCC2 (stereo not given)	.	?
3	Cc1cc(C(=O)CN2C(=O)C(=O)N(CC(C)C)C2=O)c(C)n1C1CC1	.	?
4	CCc1cccc(CC)c1NC(=O)CN1CCc2cc(OC)c(OC)cc2C1	.	?
5	CCc1csc(CCNC(=O)C2CCC(=O)N(CCc3cccc(F)c3)C2)n1 (stereo not given)	-7.2	i
6	Cc1cccc(S(=O)(=O)c2c(N)n(/N=C/c3cccnc3)c3nc4ccccc4nc23)c1	.	?
7	Cc1ccc(/C=N/NC(=O)Cc2cccn2C)cc1	5.6	5.9%
8	O=C(COC(=O)c1ccccc1NCc1ccco1)Nc1ccc2c(c1)OCO2	.	?
9	COc1ccc(NC(=O)CN(C)C(=O)c2cc(-c3ccco3)nc3ccccc23)cc1	.	?
10	Cc1ccc(C)n1NC(=O)c1ccc([N+](=O)[O-])cc1	.	?
11	CCSc1nc2ccccc2c(=O)n1OCC(=O)OC	.	?
12	O=C(NCCc1ccccc1)C(=O)c1c(-c2ccccc2)cc2ccccn12	-0.3	-8.3%
13	CCn1c(CC(=O)Nc2ccccc2F)nnc1SCC(=O)NC1CCCC1	.	?
14	CC(c1ccccc1)C1C(C#N)=C(N)OC2=C1C(=O)CCC2 (stereo not given)	-3.2	7.4%
15	COCCN(CCOC)C(=O)CC(=O)N(CCOC)CCOC	.	?
16	CC(O)C1CCC2C3CC[C@H]4CC(O)CCC4(C)C3CC3(OCCO3)C12C (stereo not given in full)	.	?
17	O=C(Oc1cccc2c(O)cccc12)c1ccccc1	.	?
18	COc1ccc(Cl)cc1NC(=O)CN(C)CC(=O)Nc1ccccc1-c1ccccc1	22.9	1.4%
19	CN(C)c1cccc(C(=O)NCc2ccccc2Cl)c1	.	i
20	CC1CCCCC1NC(=O)C1CCN(S(=O)(=O)c2cccc3nsnc23)CC1 (stereo not given)	15.1	i
21	O=C(O)CSc1nnc2n(-c3ccccc3)c(=O)c3ccccc3n12	8.5	3.0%
22	O=C(c1ccncc1)N1N=C2CCCCCC2C1(O)C(F)(F)F (stereo not given)	0.6	7.1%
23	CCOc1ccccc1C(=O)OC(C)C(=O)Nc1ccc(S(=O)(=O)N2CCCC2)cc1 (stereo not given)	.	?
24	CC(C)CNC(=O)CCc1c[nH]c2ccccc12	.	i
25	COc1cc2c(cc1OC)CN(C(=O)NS(=O)(=O)c1ccc(C)cc1)CC2	3.5	24.9%
26	CC(=O)Nc1ccc(CN2CCN(Cc3ccc(F)c(F)c3)C(CCO)C2)cc1 (stereo not given)	5.9	12.1%
27	Nc1nc(-c2cc(Cl)cc(Cl)c2OC(F)F)cs1	5.7	13.3%
28	NC(=O)c1ccccc1OCC(=O)NS(=O)(=O)c1ccc(Cl)cc1	.	?
29	CCCCn1c(-c2csc(C(C)C)c2)n[nH]c1=S	-3.7	2.9%
30	COc1ncnc2sc3c(c12)CCCC3	-11.6	-2.3%
31	COC(=O)/C(=C\C(=O)c1ccccc1)Nc1ccc(OC)cc1	3.8	-12.7%
32	CCOC(=O)CC1COCCN1Cc1cn(C)nc1-c1ccccc1F (stereo not given)	.	?
33	O=c1[nH]c2ccccc2[n+]([O-])c1-c1ccccc1	.	?
34	COc1ccc(CC(=O)Nc2ccccc2C(=O)N2CCCC2)cc1	.	?
35	N#Cc1ccccc1OCC(=O)N1CCN(C(=O)c2ccco2)CC1	.	?
36	Cc1nc2ccccc2n1C1CCN(C(=O)Nc2ccccc2)CC1	0.9	-8.7%
37	CCN(CC)S(=O)(=O)c1ccc(N2CCCCC2)c(NC(=O)C2=COCCO2)c1	.	?
38	Cn1nc(CC(=O)Nc2cccnc2N2CCOCC2)c2ccccc2c1=O	.	?
39	CCCCn1c(N)c(N(CC(C)C)C(=O)C2CC(=O)N(c3ccc(C)cc3)C2)c(=O)[nH]c1=O (stereo not given)	.	?
40	CCOC(=O)NC1(NCc2ccccc2)Oc2ccccc2O1	.	?
41	CN1CCOc2ccc(S(=O)(=O)NCCc3ccc(Cl)cc3)cc21	.	?
42	O=C(O)C1CCCCC1C(=O)Nc1ccc(Cl)cc1Cl (stereo not given)	.	?
43	CCOC(=O)c1cc(-c2cc3ccccc3o2)nc2c1c(=O)[nH]c(=O)n2CCOC	.	?
44	O=[N+]([O-])c1cc(S(=O)(=O)N2CCCC2)ccc1NCCc1ccccc1	.	?
45	CCCCCCOC(=O)C[N+](C)(C)CCOC1CC2CCC1(C)C2(C)C (stereo not given)	.	?
46	COC(=O)/C(=C/Nc1ccccc1)[N+](=O)[O-]	.	?
47	N#CC(C(=O)c1ccco1)c1ccccn1 (stereo not given)	.	?
48	CCCC(=O)Nc1ccc(NC(=O)c2ccco2)c(OC)c1	.	i
49	COc1ccc(N2CC(C(=O)N3CCC4(CC3)CC(=O)c3ccccc3O4)CC2=O)cc1 (stereo not given)	-15.6	10.9%
50	Cc1ccc(S(=O)(=O)NCCn2cnc([N+](=O)[O-])n2)cc1	18.0	i
51	CCc1ccc(NC(=O)CCn2c(=O)c3cccn3c3ccccc32)cc1	.	?
52	Cc1ccc(NC(=O)C(=O)NNC(=O)c2ccccc2C)cc1Cl	-6.5	27.7%
53	CCOc1ccc(CCNC(=O)c2nnn(CC(=O)Nc3ccccc3C)c2N)cc1OCC	15.3	i
54	Cc1cccc(OCc2nnc(SCC(=O)Nc3ncc(C)s3)o2)c1	.	?
55	Cc1ccc(C(=O)C2=C(O)C(=O)N(Cc3ccccc3)C2c2cccnc2)o1 (stereo not given)	.	i
56	Cc1c(C(=O)N(C)CCC#N)oc2ccc(S(=O)(=O)N3CCOCC3)cc12	-22.4	i
57	Cc1ccc(C)c(NC(=O)C2CCCN(S(=O)(=O)c3c(C)nn(C)c3C)C2)c1 (stereo not given)	.	?
58	O=C(Nc1nc(-c2ccc(Cl)s2)cs1)c1ccncc1	.	?
59	Cc1ccccc1N1CCN(S(=O)(=O)Cc2ccccc2)CC1	.	i
60	O=C(CCC(=O)N1CCN(c2ccc(F)cc2)CC1)c1ccc(Cl)cc1	.	?

Grouped by structure: the compounds so far with a COOH group.
entry	Compound	S3 lipid droplet cell count max	S3 lipid droplet
21	O=C(O)CSc1nnc2n(-c3ccccc3)c(=O)c3ccccc3n12	8.5	3.0%
42	O=C(O)C1CCCCC1C(=O)Nc1ccc(Cl)cc1Cl (stereo not given)	.	?

(further entries)
entry	Compound	S3 lipid droplet cell count max	S3 lipid droplet
61	O=C1Nc2ccccc2S/C1=C/NCc1ccccc1Cl	.	?
62	O=C(c1ccccc1)C1CN(c2ccccc2)CC1c1ccc(Cl)cc1 (stereo not given)	.	?
63	CCN(CC)c1ccc(C(=O)NNC(=O)CN2C(=O)NC(C)(c3ccccc3)C2=O)cc1 (stereo not given)	.	?
64	Cc1ccc2nc(SCc3nnc(-c4ccccc4)o3)[nH]c2c1	6.9	-14.3%
65	COc1ccc(-c2cc(=O)oc3cc(OC(C)C(=O)NCc4ccccn4)ccc23)cc1 (stereo not given)	.	?
66	COc1ccc(C2CC(c3ccccc3)=NN2C(=O)COC(=O)COc2ccccc2)cc1 (stereo not given)	17.6	10.1%
67	CC(=O)N1CCN(Cc2nc3cc(NC(=O)c4cccs4)ccc3n2C)CC1	6.7	i
68	COc1ccc(-c2noc(CCCC(=O)NC3CCCC3)n2)cc1	.	?
69	S=C(NCCC(c1ccccc1)c1ccccc1)Nc1ccc(Cl)cc1	.	?
70	O=[N+]([O-])c1ccc(NCCCO)c(S(=O)(=O)N2CCOCC2)c1	6.0	3.8%
71	O=C(NCc1ccco1)c1ccc(CS(=O)(=O)Cc2ccc(F)cc2)o1	.	i
72	O=C(c1cnn2c(C(F)(F)F)cc(-c3ccc4c(c3)OCO4)nc12)N1CCCCC1	.	?
73	COc1ccccc1Oc1ccnc2cc(Cl)ccc12	22.1	i
74	Cc1ccc(-n2ncc3c2CC(C)(C)CC3NC(=O)C2CCOCC2)cc1 (stereo not given)	.	-5.4%
75	COc1ccccc1-n1c(SCC(=O)O)nc2c(sc(=S)n2-c2ccc(C)c(C)c2)c1=O	.	?
76	COCCCNS(=O)(=O)c1ccc(C)cc1	-0.1	8.6%
77	CCc1ccc(C2C(C(=O)O)c3ccccc3C(=O)N2C)cc1 (stereo not given)	.	?
78	Cc1cccc(C)c1OCC(=O)Nc1ccc2c(c1)OCCO2	.	?
79	O=C1CC(N2CCC(O)CC2)C(=O)N1c1ccc(Br)cc1 (stereo not given)	.	?
80	Cn1c(SCc2ccccc2)nnc1-c1c[nH]c2ccccc12	.	?
81	O=C(COC(=O)Cc1ccc(Br)cc1)Nc1c(F)c(F)c(F)c(F)c1F	3.0	5.8%
82	Cc1cccc(C(=O)Oc2ccc(/C=N/NC(=O)Cc3ccc([N+](=O)[O-])cc3)cc2)c1	.	?
83	Cc1ccc(N(C(=O)c2csnn2)C(C(=O)NC2CCCCC2)c2ccco2)cc1 (stereo not given)	.	?
84	COc1ccccc1OCC(=O)N1CCN(C(=O)COc2ccccc2OC)CC1	-3.8	29.4%
85	O=C1NC2(CCCCC2)C(=O)N1CCS(=O)(=O)Oc1ccccc1	.	?
86	O=C(NCC1CCCO1)c1cc2n(n1)C(C(F)(F)F)CC(c1ccc(F)cc1)N2 (stereo not given)	0.7	20.7%
87	O=C1CC(N2CCN(c3ccccc3)CC2)C(=O)N1c1ccc2c(c1)OCO2 (stereo not given)	8.2	8.1%
88	Oc1ccc(Cl)cc1/C=N/c1nc2ccccc2[nH]1	2.4	3.6%
89	CCN(c1ccccc1)S(=O)(=O)c1cc(C(=O)Nc2cccc(Cl)c2)ccc1F	-6.3	5.1%
90	CC(NC(=S)Nc1ccc(S(N)(=O)=O)cc1)c1ccc2c(c1)OCO2 (stereo not given)	.	?
91	Cc1cc(C)n(C(=O)c2nn(C)c(C)c2[N+](=O)[O-])n1	0.4	4.0%
92	Cc1cnc(NC(=O)CSc2nnc(C)n2N)s1	.	?
93	C=CCCC(=O)N1CCCC(C(=O)c2cccc(OC)c2)C1 (stereo not given)	2.3	21.7%
94	Nc1nonc1C(=O)NCCNC(=O)c1ccc(Cl)c(Cl)c1	.	?
95	CC1(C)c2ccccc2N2CC(=O)N(CC(N)=O)C21C (stereo not given)	7.9	-16.1%
96	CC(C)c1ccc(S(=O)(=O)N2CCN(C(=O)n3ccnc3)CC2)cc1	.	?
97	CC1CCCN(c2sc(S(C)(=O)=O)nc2S(=O)(=O)c2ccc(Cl)cc2)C1 (stereo not given)	.	?
98	COc1ccc(OCc2nnc(SCC(=O)N(C)Cc3ccccc3)n2N)cc1	.	?
99	COc1cccc(S(=O)(=O)Nc2ccc(C(=O)N3CCN(C(=O)c4ccco4)CC3)cc2)c1	.	?
100	O=C(c1oc(=O)c2ccccc2c1-c1ccccc1)N1CCOCC1	4.8	7.4%
101	COc1cccc(C2/C(=C(/O)c3ccc(C)cc3)C(=O)C(=O)N2Cc2ccco2)c1 (stereo not given)	8.3	4.7%
102	CN(C1=NS(=O)(=O)c2ccccc21)c1ccc(OC(=O)c2ccncc2)cc1	14.9	9.3%
103	CCCC(C(=O)Nc1nccs1)c1ccccc1 (stereo not given)	.	-16.4%
104	CCc1ccc(-c2cc(-c3n[nH]c(=S)n3CC)c3ccccc3n2)cc1	.	?
105	CCCCC(CC)CNC(=O)C(=O)C1C(=O)Nc2ccccc21 (stereo not given)	-7.4	1.0%
106	COc1ccc(C2(O)CCN(CC(=O)Nc3nccs3)CC2)c(OC)c1	24.3	i
107	Cc1ccc(NC(=O)/C(=C/C=C/c2ccccc2)NC(=O)c2ccccc2)cc1	-0.9	-6.6%
108	O=C1NC(=O)c2cc(Br)cc3cccc1c23	.	?
109	COc1ccc(C(C(=O)NC2CCCC2)N(C(=O)c2ccco2)c2ccccc2C(C)=O)cc1OC (stereo not given)	.	?
110	O=Nc1c(O)n(Cc2cccc(C(F)(F)F)c2)c2ccccc12	.	?
111	Cc1ccc(C(=O)Nc2ccc3c(c2)CCC3)cc1	5.9	9.1%
112	CCCC(=O)N1CCN(c2ccc(NC(=O)c3sc4ccccc4c3Cl)cc2)CC1	.	?
113	O=C(NCCc1ccccc1)c1ncn[nH]1	.	?
114	Cn1c(NC(=O)C2CC2)cc(=O)n(C)c1=O	.	?
115	CSc1n[nH]c(N)c1S(=O)(=O)c1ccc(Cl)cc1	.	?
116	COc1ccccc1NC(=O)COc1coc(CN2CCN(c3ccccc3)CC2)cc1=O	.	?
117	N=c1n(Cc2ccccc2)c2ccccc2n1CC(O)c1ccccc1 (stereo not given)	.	?
118	CSC1=NCCN1CCOc1ccccc1	12.7	0.3%
119	O=C(O)CC1(CC(=O)Nc2ccc(Cl)cc2C(=O)c2ccccc2)CCCC1	1.0	-1.1%

From PubChem

Only part of the results is shown; rates above refer to the full screens.
